IMPase Li cell: cell-permeable IMPase inhibitors with lithium potentiation; CHO-M1 cells, IP1 TR-FRET (IP-One), carbachol + lithium; Potency, µM (top dose mostly 59.4 µM), inactives show at the top dose activity, negative = IMPase inhibition, actives largely listed as inhibitors; actives 0.35% (n = 210,000);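 further: IP1 builds up when IMPase is blocked and the TR-FRET signal falls; potency means the concentration at half of the fitted maximal effect; plate controls were basal vehicle for no effect and high inhibitor control for full effect; nearly all actives have a fitted effect of over 50% in size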
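Test compounds were applied to CHO-M1 cells previously cultured for 16–30 h at 2000 per well. A small lithium amount accompanied them; after 30 min at 37C, IP1 was quantified by TR-FRET.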
Epigenetic derep: derepresses silenced GFP reporter in murine cells | murine LDR cells, GFP reporter derepression, 30 h | Potency, µM (top dose mostly 53.9 µM), without a hit: top-dose GFP activation, actives largely listed as activators | actives 0.2% (n = 280,000) | AID 1865; further: potency means the concentration at half of the fitted maximal effect; % of control where 0% means no effect; nearly all actives have a fitted effect of over 60% in size
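Derepression of a silenced CMV-GFP reporter in murine LDR cells is scored by enumerating GFP-positive cells with a laser-scanning microplate cytometer after 30 hours of treatment at 37 C.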
HttQ103 aggreg: reduces HttQ103-GFP aggregates in PC12 cells. AID 1688. Potency, µM (titrated, usually from 46.1 µM), for inactives: at the highest dose activity change, negative = inhibition, usual class: inhibitors. actives 1.1% (n = 220,000). PC12 HttQ103-GFP aggregates, Acumen cytometry, 40 h; further: potency means the concentration at half of the fitted maximal effect; on the % scale 0 is the no-effect control and ±100 the full control effect; nearly all actives have a fitted effect of over 60% in size
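Compounds (qHTS titration) were added to PC12 cells expressing an ecdysone-driven HTT exon 1 Q103–GFP fusion after induction with 100 nM tebufenozide. Aggregate formation was measured as GFP objects in cell lysates.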
NPSR antagonist: blocks cAMP signaling of the human neuropeptide S receptor; Q6W5P4; CHO-NPSR cells, cAMP TR-FRET, antagonist mode; Potency, µM (titrated, usually from 38.3 µM), for the others: at the top dose activity change, negative = inhibition, usual class: inhibitors; actives 1% (n = 220,000); AID 1461; further: potency means the concentration at half of the fitted maximal effect; on the % scale 0 is the no-effect control and ±100 the full control effect; nearly all actives have a fitted effect of over 50% in size; many of its hits are not listed in these tables
Target sequence (Q6W5P4 whole entry, looked up): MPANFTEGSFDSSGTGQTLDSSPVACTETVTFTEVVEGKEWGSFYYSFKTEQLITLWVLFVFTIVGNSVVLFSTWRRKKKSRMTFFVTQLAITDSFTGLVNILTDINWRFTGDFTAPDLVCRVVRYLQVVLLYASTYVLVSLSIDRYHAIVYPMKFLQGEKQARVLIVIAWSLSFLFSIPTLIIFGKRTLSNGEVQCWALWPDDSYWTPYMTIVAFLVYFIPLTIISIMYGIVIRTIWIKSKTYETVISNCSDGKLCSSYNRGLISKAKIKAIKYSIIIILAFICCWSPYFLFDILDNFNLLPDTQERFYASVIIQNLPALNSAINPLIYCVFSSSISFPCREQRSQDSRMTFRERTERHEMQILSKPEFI
CBFb RUNX1 block: CBF-beta/RUNX1 interaction disruption. Q01196+Q13951. AlphaScreen CBFb-His/RUNX1-biotin binding, biochemical. Potency, µM (titrated, usually from 59.8 µM), without a hit: at the top dose activity, negative = inhibition, most hits filed as inhibitors. 230,000 tested, under 10 active; further: % of control where 0% means no effect
Target sequence (Q01196 whole entry, looked up): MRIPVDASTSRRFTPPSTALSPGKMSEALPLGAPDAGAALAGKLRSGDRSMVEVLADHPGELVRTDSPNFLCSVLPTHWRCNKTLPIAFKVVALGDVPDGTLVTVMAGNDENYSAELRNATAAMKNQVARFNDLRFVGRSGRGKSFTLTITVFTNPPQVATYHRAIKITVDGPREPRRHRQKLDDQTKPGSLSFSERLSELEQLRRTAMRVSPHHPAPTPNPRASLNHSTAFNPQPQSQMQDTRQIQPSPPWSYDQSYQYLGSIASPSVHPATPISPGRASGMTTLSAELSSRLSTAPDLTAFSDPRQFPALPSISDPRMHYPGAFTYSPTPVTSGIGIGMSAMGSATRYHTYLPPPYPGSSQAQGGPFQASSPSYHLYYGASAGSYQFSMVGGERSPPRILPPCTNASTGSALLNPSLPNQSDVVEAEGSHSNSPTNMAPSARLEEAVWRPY
Target sequence (Q13951 whole entry, looked up): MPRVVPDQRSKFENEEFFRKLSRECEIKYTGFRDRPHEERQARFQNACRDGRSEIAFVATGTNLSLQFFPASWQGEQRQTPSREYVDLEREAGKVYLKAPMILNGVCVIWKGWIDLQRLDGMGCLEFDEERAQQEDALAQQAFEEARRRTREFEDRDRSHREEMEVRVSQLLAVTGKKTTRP
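His-tagged CBF-beta and biotinylated RUNX1 (30 nM each) were premixed 20 min at room temperature, exposed to compound for 15 min, then given nickel-chelate and streptavidin AlphaScreen beads (50 ng each). After 90 min, AlphaScreen signal was read.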
KinaseGlo FLuc: counter-screen: inhibitors of Kinase-Glo firefly luciferase; actives 0.28% (n = 200,000); Potency, µM (titrated, usually from 38.3 µM), inactives show at the highest dose activity change, negative = inhibition, hits mostly inhibitors; Kinase-Glo luciferase, ATP luminescence, 8 min; Q27757; further: potency means the concentration at half of the fitted maximal effect; on the % scale 0 is the no-effect control and ±100 the full control effect; nearly all actives have a fitted effect of over 60% in size
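Compound is pinned into ATP-containing buffer (10 uM ATP, imidazole pH 7.2, 7 mM MgCl2). Kinase-Glo luciferase reagent is then added. Light output is recorded following an 8-min room-temperature incubation.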
Lamin A splicing: modulators of lamin A splicing; HeLa LMNA splicing GFP/RFP minigene ratio, 48 h; AID 1487; Potency, µM (doses to about 46.1 µM), for inactives: at the highest dose ratio change, negative = inhibition, most hits filed as inhibitors; actives 0.01% (n = 200,000); active means well fitted inhibition curve with a large enough effect in the signal ratio, with a control signal flat, not every such curve was filed as active; inconclusive means small, poorly fitted or top-dose-only effect, or effect the other way, or a change in a side signal; the % refers to the signal ratio; further: potency means the concentration at half of the fitted maximal effect; on the % scale 0 is the no-effect control and ±100 the full control effect
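S3 HeLa stable clones carrying a lamin A-EGFP splicing minigene plus DsRed2 were seeded at 600 cells/well in Opti-MEM with 2% FBS, pin-dosed and incubated 48 h at 37°C. Acumen cytometry (488 nm) gave the GFP/RFP total-intensity ratio.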
Numbers without * were called inactive; ? = inconclusive; . = no result given; & = joins results of further samples; [ ] = remark or other dose. Unless noted, the call rests on the fitted dose curve; in most records, active means well fitted curve in the direction sought with a large enough effect; inconclusive means small, poorly fitted or top-dose-only effect, or another doubt; inactive means no such curve, though single readings can be large; an effect the other way counts as inactive or inconclusive. The list is partial. The share of hits here may be higher or lower than overall.

SMILES	IMPase Li cell	Epigenetic derep	HttQ103 aggreg	NPSR antagonist	CBFb RUNX1 block	KinaseGlo FLuc	Lamin A splicing
CC(C)C(=O)Nc1ncc(Cc2ccccc2Cl)s1	7%	0.0%	-10%[9.22 µM]	-3%	0%	5%	25%[46 µM]
N#Cc1ccc(-c2ccccc2)nc1SCC(=O)c1cccc(Cl)c1	4%[38.3 µM]	0.9%	0%	?	11%	-5%	?
COc1cccc(C(=O)NC(Cc2ccccc2)c2ccc3c(c2)OCCCO3)c1 (stereo not drawn)	17%[38.3 µM]	0.0%	-9%	-16%[46.1 µM]	-1%	-3%	1%
Cc1ccc(S(=O)(=O)NC(CCc2ccccc2)CC(=O)C(C)(C)C)cc1 (stereo not drawn)	5%	0.9%	-5%	-33%	4%[2.36 µM]	-3%	?
COc1ccc2[nH]c(C(=O)O)c(CCNC(C)=O)c2c1	1%[38.3 µM]	-0.2%	-1%	-5%[46.1 µM]	-2%	0%	5%
O=C(CSCc1ccc(Cl)cc1)Nc1cc([N+](=O)[O-])ccc1O	24%	0.6%	2%[9.22 µM]	-10%	-13%	3%	-16%[46 µM]
O=C(NCc1cccc(Cl)c1)c1ccc2c(c1)OCO2	2%	-2.2%	-6%	-5%[46.1 µM]	2%	0%	-10%
O=C(CCSCc1ccccc1Cl)N1CCN(c2cccc(Cl)c2)CC1	22%[38.3 µM]	2.4%&2.0%	-20%	?	18%	-1%	-21%[46 µM]
COc1ccccc1C(=O)Nc1nsc(-c2ccccc2)n1	.	-1.1%	23%[9.22 µM]	-20%	1%	.	.
Cc1ccccc1C(=O)NC(CC(C)C)C(=O)OCC(=O)c1c(N)n(C)c(=O)n(C)c1=O (stereo not drawn)	-5%	5.5%	-15%	-6%	12%	1%	5%[46 µM]
COC(=O)c1[nH]c2ccc(Cl)cc2c1NC(=O)Oc1ccccc1	10%[38.3 µM]	0.0%	13%	?	-8%	-8%	-1%
COc1ccc(Oc2ccc(C(F)(F)F)cc2NC(=O)c2ccc(OC)cc2)cc1	.	-1.9%	1%[9.22 µM]	-42%	?	.	.
CCOc1ccc(NS(=O)(=O)c2ccc(NC(=O)[C@@H]3CCCC[C@@H]3C(=O)O)cc2)cc1	-5%	-1.9%	5%	13%	-1%	-1%	?
CCCCn1c(N)c(Sc2ccc(Cl)cc2)c(=O)[nH]c1=O	13%[38.3 µM]	2.5%	-9%	-6%[46.1 µM]	6%	18%	10%
CCN(CC)S(=O)(=O)c1ccc(NC(=O)c2ccc(CN3CCOCC3)cc2)cc1	28%	-1.0%	-4%	-2%	-2%	7%	?
COc1ccccc1Nc1nc(N)nc(CN2CCC(C)CC2)n1	1%	0.0%	-10%	16%	-5%	3%	?
O=C1CC(Sc2nnnn2-c2ccccc2)C(=O)N1c1cccc(Cl)c1 (stereo not drawn)	10%[38.3 µM]	-4.1%	22µM*	?	15%	3%	-6%
CCOC(=O)c1c(NC(=O)/C=C\C(=O)O)sc(C)c1-c1ccccc1	2%	13%	?	-26%	0%	0%	?
O=C(COC(=O)c1ccc2c(c1Cl)C(=O)c1ccccc1C2=O)NC1CCCCC1	-5%	0.0%	-8%	-29%	-2%	0%	7%
O=C(NCc1ccco1)c1cc(NS(=O)(=O)c2cccc([N+](=O)[O-])c2)ccc1O	8%	5.4%	-23%	-3%	-11%	-1%	?
CCCCc1nnc(NC(=O)C(C)Sc2nc(O)c(Cc3ccccc3)c(=O)[nH]2)s1 (stereo not drawn)	0%	3.0%	22%	-8%	5%	2%	21%[46 µM]
O=S(=O)(NCCc1ccccc1F)c1cccc(S(=O)(=O)N2CCOCC2)c1	11%	-3.3%	-23%	-15%[46.1 µM]	10%	3%	?
NC(=O)C1(N2CCCCC2)CCN(CC(=O)Nc2cc(Cl)ccc2Cl)CC1	24%[38.3 µM]	0.0%	-19%	-16%[46.1 µM]	3%	0%	?
O=C1c2ccccc2C(O)N1c1cccnc1 (stereo not drawn)	7%[38.3 µM]	1.7%	-4%	11%[46.1 µM]	-1%	-1%	7%
CC(Sc1nc2sc3c(c2c(=O)n1-c1ccccc1)CCCC3)C(=O)O (stereo not drawn)	.	2.0%	12%[9.22 µM]	?	2%	.	.

Gathered by group: the compounds so far containing a nitro group on carbon
SMILES	IMPase Li cell	Epigenetic derep	HttQ103 aggreg	NPSR antagonist	CBFb RUNX1 block	KinaseGlo FLuc	Lamin A splicing
O=C(CSCc1ccc(Cl)cc1)Nc1cc([N+](=O)[O-])ccc1O	24%	0.6%	2%[9.22 µM]	-10%	-13%	3%	-16%[46 µM]
O=C(NCc1ccco1)c1cc(NS(=O)(=O)c2cccc([N+](=O)[O-])c2)ccc1O	8%	5.4%	-23%	-3%	-11%	-1%	?

(further entries)
SMILES	IMPase Li cell	Epigenetic derep	HttQ103 aggreg	NPSR antagonist	CBFb RUNX1 block	KinaseGlo FLuc	Lamin A splicing
O=C(CCC(=O)N1CCN(S(=O)(=O)c2ccc(Cl)cc2)CC1)NC1CCCc2ccccc21 (stereo not drawn)	1%[38.3 µM]	-2.0%	-21%	-15%[46.1 µM]	6%	-2%	7%[0.0737 µM]
Cc1ccnc2c(N3C(=O)C4C5c6ccccc6C(c6ccccc65)C4C3=O)cccc12 (stereo not drawn)	1%[38.3 µM]	0.0%	?	?	-13%	0%	15%
Cc1ccn(C(=O)c2cc3ccccc3oc2=O)n1	-3%[38.3 µM]	-0.5%	-13%	-1%[46.1 µM]	-3%	-1%	-4%
Cc1ccc(-c2nn(CC(=O)NN3CCOCC3)c(=O)c3ccccc23)cc1	.	1.1%	-4%[9.22 µM]	-17%	-3%	.	8%[46 µM]
CN(CCc1ccccn1)C(=O)CCC1CCCN(C(=O)c2cscn2)C1 (stereo not drawn)	-3%	-0.1%	11%[9.22 µM]	-11%	3%	.	.
Nc1cc(Cl)ccc1C(=O)OCC(=O)NC1CCCCC1	-20%	-4.0%	4%	-37%	-11%	-2%	?
c1ccc2cc(-c3csnn3)ccc2c1	-5%[38.3 µM]	5.7%	13%	?	-11%	0%	-6%
CC1=CC(C)(C)N(C)C(=O)N1c1ccc(Cl)cc1	-1%[38.3 µM]	-1.2%	-6%	0%[46.1 µM]	4%	-2%	6%
CCOC(=O)N/N=C/c1ccc(OCCSc2ccc(Cl)cc2)c(OC)c1	14%	1.0%	9%	-31%	-2%	-4%	?
COc1ccc(-c2cn(-c3ccc(OC)cc3)c3[n+]2-c2ccccc2CC3)cc1	22%	2.3%	?	-2%	-11%	-2%	?
O=C(Cc1cccs1)NCCN1CCOCC1	11%	-1.9%	10%	13%	-3%	-1%	-11%
CN1CCN(S(=O)(=O)c2ccc(NC(=O)C3CCCCC3)cc2)CC1	0%[38.3 µM]	-2.2%	3%	1%[46.1 µM]	2%	2%	12%
COc1ccc(C(=O)N/N=C/c2ccc3cccc(O)c3n2)cc1	4%	-0.2%	-27%	-38%	?	.	.
O=C1CC2C(CC(OC(=O)c3ccc(-c4ccccc4)cc3)C2CO)O1 (stereo not drawn)	32%[activator][38.3 µM]	2.0%	4%	-19%[46.1 µM]	1%	-5%	-14%
CC(=O)Nc1cc2c(cc1NC(=O)Cn1nc(-c3ccc4c(c3)OCCO4)ccc1=O)OCCO2	23%[38.3 µM]	0.0%	-10%	-12%[46.1 µM]	3%	18%	3%
CCN1CCN(c2ncnc3c2cnn3-c2ccc(Cl)cc2)CC1	.	0.8%	-1%[9.22 µM]	-24%	-7%	.	.
CCOC(=O)/C=c1\s/c(=C\c2c(OCC)ccc3ccccc23)c(=O)n1CC(=O)NCC1CCCO1 (stereo not drawn)	21%[38.3 µM]	-1.0%	13%	-17%[46.1 µM]	-4%	-4%	-8%
O=C(O)C1Cc2ccccc2CN1S(=O)(=O)/C=C/c1ccccc1 (stereo not drawn)	1%	-3.1%	-19%	-6%	5%	2%	?
N#CCC(=N)N1CCN(c2ccccc2Cl)CC1	33%[38.3 µM]	-4.8%	16%	-1%[46.1 µM]	11%	4%	-4%
CCCc1nc2ccccc2n1C(=S)SC	12%	1.3%	-27%	-14%	-2%	.	.
CCn1nccc1C(=O)Nc1nc2ccccc2n1CCN1CCCCC1	-10%[38.3 µM]	1.9%	?	-14%[46.1 µM]	-3%	-2%	11%
CN(C)c1cccc2c1c(NC(=O)Nc1ccccc1)nn2C	.	3.2%	-12%[9.22 µM]	38%	-29%	.	?
Cc1ccc(NC2=NCCC2)cc1Cl	11%	-1.0%	1%	-1%[46.1 µM]	6%	1%	6%
C/C(=N/NC(=O)CCc1ccccc1)c1ccco1	7%	0.0%	.	8%	6%	1%	-16%[46 µM]
CC(=O)NC1=NN(C(C)=O)C2(S1)C(=O)N(C(C)C)c1ccc(C)cc12 (stereo not drawn)	0%[38.3 µM]	0.0%	-1%	0%[46.1 µM]	-2%	-2%	4%
O=C(CSc1nnnn1-c1ccccc1)Nc1nsc(-c2ccccc2)n1	27%[38.3 µM]	0.0%	-12%	-6%[46.1 µM]	7%	1%	17%
CCc1cccc2c(SC(C)C(=O)NCC3CCCO3)nc(-c3ccccc3)nc12 (stereo not drawn)	20%[38.3 µM]	6.5%	-6%	-2%[46.1 µM]	10%	2%	-7%
O=C(CSc1ncnc2c1cnn2-c1ccc(Cl)cc1)NCc1ccc2c(c1)OCO2	-12%	-1.3%	-1%	19%	-20%	-6%	-10%

Single values from the entries so far.
CCc1cccc2c(SC(C)C(=O)NCC3CCCO3)nc(-c3ccccc3)nc12 (stereo not drawn) @ Epigenetic derep = 6.5%
CC1=CC(C)(C)N(C)C(=O)N1c1ccc(Cl)cc1 @ IMPase Li cell = -1%[38.3 µM]
O=C1CC2C(CC(OC(=O)c3ccc(-c4ccccc4)cc3)C2CO)O1 (stereo not drawn) @ KinaseGlo FLuc = -5%

Single records, as listed above. Order of screens: IMPase Li cell	Epigenetic derep	HttQ103 aggreg	NPSR antagonist	CBFb RUNX1 block	KinaseGlo FLuc	Lamin A splicing
Profile of `NC(=O)C1(N2CCCCC2)CCN(CC(=O)Nc2cc(Cl)ccc2Cl)CC1` : 24%[38.3 µM]	0.0%	-19%	-16%[46.1 µM]	3%	0%	?
Profile of `CCn1nccc1C(=O)Nc1nc2ccccc2n1CCN1CCCCC1` : -10%[38.3 µM]	1.9%	?	-14%[46.1 µM]	-3%	-2%	11%
Profile of `COc1ccc(Oc2ccc(C(F)(F)F)cc2NC(=O)c2ccc(OC)cc2)cc1` : .	-1.9%	1%[9.22 µM]	-42%	?	.	.
